PAX8 inh HTS: inhibitors of PAX8-driven TPO luciferase reporter, primary screen, RMG-I cells, single concentration | 360,000 compounds, 1.2% hits | inhibition, % at 12.6 µM | SteadyGlo, 24 h;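 active = mean replicate inhibition at least 60% with every replicate also reaching 60%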;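 also: luciferase light reporting Pax8 driven TPO promoter activity; plate controls were median of neutral control wells for no effect and mitoxantrone controls for full effect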
INS-1E GSIS act: GLuc luminescence reporter in INS-1E cells, primary screen for activators of glucose-dependent secretion of insulin | activation, % at 16.6 µM | INS-1E GLuc reporter insulin secretion, 2-3 h | 370,000 compounds, 0.61% hits | AID 743287, 2014;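 active = lowest replicate activation of at least 40%, so every replicate reaches that level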;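 also: 0% = median of neutral control wells and 100% = median of IBMX positive control wells; some compounds called inactive have numbers as strong as hits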
Cneo AK release: Cryptococcus neoformans cell lysis inducers, primary screen, AK release luminescence, single concentration; 360,000 compounds, 0.2% hits; C. neoformans lysis, adenylate kinase release luminescence, 4 h; normalised: neutral wells 0, clomiphene wells 100; AID 651654, 2012; lysis activity, % at 15 µM;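 active = mean lysis activity across replicates of at least 80%, whatever share of replicates individually reach that level; inactive = mean lysis activity below 80%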
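read-out = cell lysis signal | test system = log-phase Cryptococcus neoformans yeast cells | input = cells at 5 × 10^6 per mL | medium = fresh YPD growth medium | signal = luminescent adenylate kinase detection reagent | timing = 4 h at 37 °C static, read 1 h later | dosing = single dose | controls = Clomiphene as positive lysis control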
Statin myotox sup: suppressors of statin myotoxicity in C2C12 myotubes, primary screen, cell-based, single point, plate reader; AID 602340, 2012; C2C12 myotubes + simvastatin, ATP luminescence, 48 h; scaled: DMSO 0, geranylgeraniol control 100; rescue of ATP level, % at 7.49 µM; 330,000 compounds, 0.78% hits;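 active = mean ATP rescue above about 67%, or every replicate alone reaching that limit, limit read from the data, passing the limit was not always enough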;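 also: myotubes were challenged with 10 µM simvastatin during compound exposure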
LGR2 inh: inhibitors of bursicon-induced LGR2 CRE-luciferase signal, primary screen, cell-based, HEK293, CRE-luciferase reporter, bursicon stimulation | Drosophila bursicon receptor LGR2 (rickets) | bursicon-stimulated, 4 h | inhibition, % at 9.99 µM | 380,000 compounds, 0.35% hits;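 active = drop in luminescence signal, shown as inhibition above about 50% in the replicate tests, limit read from the data, passing the limit was not always enough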;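 also: agonist challenge used bursicon conditioned medium at about half maximal strength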
PglD inh: C. jejuni PglD acetyltransferase inhibitors, primary screen, biochemical, DTNB colorimetric, single point; purified PglD enzyme, DTNB colorimetric CoA detection; 360,000 compounds, 0.098% hits; AID 602405, 2012; inhibition, % at 12.5 µM; in the data active = inhibition above about 16%, passing the limit was not always enough; also: strong numbers were not always called active
ARNT-TACC3 inh: disruptors of ARNT/TACC3 protein interaction, primary screen, biochemical, AlphaScreen, single concentration. Transforming acidic coiled-coil-containing protein 3 (Homo sapiens), Q9Y6A5. inhibition, % at 9.99 µM. AID 623870, 2012. 390,000 compounds, 0.66% hits. AlphaScreen His-ARNT PAS-B/GST-TACC3 binding, luminescence; TACC3 fragment carries E629A point mutation;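 active = mean inhibition of replicates at least 50% and at least half of replicates each reaching 50%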;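 also: 0% = complete ARNT plus TACC3 wells and 100% = ARNT alone without TACC3; many hits fall short of the cut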
PGC1a acetyl inh: inhibitors of PGC1a acetylation signal, primary screen, cell-based, U2OS, AlphaScreen, inhibitor mode; AlphaScreen anti-acetyl-lysine; with virally co-expressed GCN5 acetyltransferase; inhibition, % at 15.6 µM; 350,000 compounds, 0.17% hits; AID 651687, 2012;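 active = every replicate shows inhibition of at least 40%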;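 also: 0% = neutral control wells and 100% = positive control wells; some results beyond the cut were filed as inactive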
Starred values were filed as active, the others as inactive; x = no result given; & = joins results of further samples.

SMILES | PAX8 inh HTS | INS-1E GSIS act | Cneo AK release | Statin myotox sup | LGR2 inh | PglD inh | ARNT-TACC3 inh | PGC1a acetyl inh
COc1ccc(S(=O)(=O)Nc2ccc3c(c2)CC(=O)N([C@H](C)CO)C[C@H](C)[C@@H](CN(C)S(=O)(=O)c2ccc(F)cc2)O3)cc1 | 17 | -33 | 1 | 54 | -2 | 1 | 1 | -10
CC(=O)NC(Nc1nc2c(s1)CCCC2)(C(F)(F)F)C(F)(F)F | 7 | 20 | 2 | 6 | -26 | -1 | -1 | x
O=C(O)Cc1sc(Nc2cccc3ccccc23)nc1-c1ccc(Cl)cc1 | 22 | x | -2 | 18 | -7 | -3 | -31 | -11
O=c1c2c(nc3nc(Cc4ccccc4)[nH]n13)CCC2 | x | 5 | -1 | 15 | -2 | 1 | -3 | 7
COc1ccc(NC(=O)C2C3C=CC(C3)C2C(=O)O)cc1 (configuration not stated) | -1 | 14 | -2 | x | -11 | -1 | 0 | 2
C[C@H]1CN([C@@H](C)CO)C(=O)c2cc(C#CC(C)(C)O)cnc2O[C@@H]1CN(C)Cc1cccc(F)c1 | 0 | 27 | x | -6 | -7 | x | x | -6
CC(=O)Nc1ccc(/C=C/C(=O)c2ccc3c(c2)OCCO3)cc1 | -120 | -12 | -2 | 0 | 4 | 1 | -8 | 20
COc1ccc(CC(C)N2CCN(Cc3ccccc3)CC2)c(OC)c1 (configuration not stated) | x | 11 | 0 | 96* | 7 | -3 | -10 | -7
CCN(CC)S(=O)(=O)c1ccc(N2CCOCC2)c(NC(=O)C(=O)c2c(-c3ccccc3)cc3ccccn23)c1 | x | x | -1 | 0 | x | 4 | 2 | x
CCOc1ccc(NC(=O)CN(C)C(=O)CCCc2c[nH]c3ccccc23)cc1OCC | 2 | -16 | x | x | 4 | x | 16 | x
CN1c2cccc3cccc(c23)N(C)C1(C)C | 3 | x | -1 | 13 | x | 1 | 12 | -11
C[C@H](NC(=O)C[C@@H]1C[C@@H]2c3cc(NC(=O)CN(C)C)ccc3O[C@@H]2[C@H](CO)O1)c1ccccc1 | -12 | 9 | -5 | 2 | -1 | 0 | -4 | 4
O=C(N[C@H]1CC[C@@H](CCNC(=O)C2CCOCC2)O[C@@H]1CO)c1ccncc1 | -1 | -9 | -4 | 3 | 14 | -2 | 0 | -6
COc1ccc(-c2cc(C(=O)NCCN3CCOCC3)no2)cc1OC | 6 | 3 | -2 | 15 | 12 | 2 | -7 | x
COc1ccccc1NC(=O)N1CCN(C(=O)c2ccco2)CC1 | 2 | 3 | 2 | -1 | 14 | -4 | -6 | -1
C[C@@H]1CN([C@@H](C)CO)C(=O)Cc2cc(NS(=O)(=O)c3ccc(F)cc3)ccc2O[C@H]1CN(C)C(=O)Nc1ccccc1 | x | 5 | 46 | 7 | 12 | 6 | 4 | -2
COc1ccc(S(=O)(=O)Nc2ccc(Nc3ccccc3)cc2)cc1 | 21 | x | -2 | -2 | x | 1 | x | -6
CC(OC(=O)c1ccc2c(=O)n3c(nc2c1)CCC3)C(=O)Nc1ccc(C(N)=O)cc1 (configuration not stated) | -5 | -4 | -1 | 0 | 6 | 5 | -4 | -5
OC[C@@H]1[C@@H](c2ccc(C#Cc3ccccc3)cc2)[C@H]2CN(Cc3cncnc3)CCCCN12 | 12 | -2 | 0 | x | 1 | 1 | 17 | 1
CN(C)c1ccc2c(c1)[C@H]1C[C@H](CC(=O)NCc3ccccc3)O[C@H](CO)[C@H]1O2 | -3 | -1 | 0 | 0 | -3 | -4 | -6 | -2
Nc1ccc(Cl)c(S(=O)(=O)Nc2cccc(Cl)c2)c1 | 11 | -23 | x | x | -3 | x | -1 | -10
O=C(Nc1ccncc1)c1cc(C2CCCCN2C(=O)CCc2ccccc2)on1 (configuration not stated) | -9 | 6 | 0 | 16 | 1 | 1 | x | -4
O=C(C[C@@H]1C[C@@H]2c3cc(NC(=O)CC4CC4)ccc3O[C@@H]2[C@@H](CO)O1)NCCN1CCCCC1 | -27 | -6 | 1 | 2 | -5 | 1 | -1 | -2
C[C@@H]1CN([C@H](C)CO)C(=O)c2cc(-c3cccc(F)c3)cnc2O[C@H]1CN(C)Cc1ccncc1 | 12 | -4 | -1 | -3 | 2 | 1 | -1 | 4
O=C(N/N=C/c1cc(Br)c(Br)o1)c1ccc2c(c1)OCCO2 | -129 | 6 | -4 | -28 | -48 | 6 | 5 | -10
COc1cc(/C=C2/C(=N)N3N=C(CC(=O)N4CCOCC4)SC3=NC2=O)ccc1OCc1ccccc1 | -136 | 5 | -13 | 2 | -48 | 3 | -2 | -6
C[C@H](CO)N1C[C@H](C)[C@H](CN(C)S(=O)(=O)c2ccc(Cl)cc2)Oc2ccc(N(C)C)cc2CC1=O | 26 | 11 | -21 | -9 | 0 | -1 | 8 | -2
CNC(=S)NNC(=O)c1noc(C)c1C(=O)N1CCN(C(c2ccccc2)c2ccccc2)CC1 | 7 | 6 | x | 0 | 12 | x | 6 | 5
C[C@H](CO)N1C[C@H](C)[C@H](CN(C)Cc2cncnc2)Oc2ncc(-c3cncnc3)cc2C1=O | -9 | 14 | -12 | -10 | -5 | -2 | -8 | 10
O=C(NCC1CCCO1)c1ccc(N2CCCCC2)c([N+](=O)[O-])c1 (configuration not stated) | -16 | 15 | -1 | -1 | -8 | -2 | 3 | -19
C/C(=N\N=C\c1ccccc1F)c1nnn(-c2nonc2N)c1C | x | 20 | 0 | x | -37 | 1 | -1 | x
Cc1cccc(-n2nc3c(c2NC(=O)CCC2CCCCC2)CS(=O)C3)c1C (configuration not stated) | -26 | -6 | 3 | 3 | -14 | -11 | -3 | -6
O=C(NCc1cccnc1)c1ccc(COc2ccccc2Br)o1 | x | -2 | 1 | 10 | 11 | 1 | 7 | -27
COc1ccccc1NC(=O)N(C)C[C@@H]1OCc2cn(nn2)CCCC(=O)N([C@@H](C)CO)C[C@@H]1C | x | -4 | -13 | -3 | 6 | 1 | -4 | -1
Cc1ccccc1NC(=O)c1ccc(C)c(S(=O)(=O)Nc2cccnc2)c1 | 3 | 23 | 0 | 4 | -12 | -3 | 3 | -1
O=C(C/C=N\OCc1c(Cl)cccc1Cl)Oc1ccc(Cl)cc1Cl | x | x | 5 | 7 | x | -3 | -8 | x

Just Cneo AK release and LGR2 inh (four entries from above):
molecule,Cneo AK release,LGR2 inh
COc1cc(/C=C2/C(=N)N3N=C(CC(=O)N4CCOCC4)SC3=NC2=O)ccc1OCc1ccccc1,-13,-48
C[C@H](CO)N1C[C@H](C)[C@H](CN(C)S(=O)(=O)c2ccc(Cl)cc2)Oc2ccc(N(C)C)cc2CC1=O,-21,0
CNC(=S)NNC(=O)c1noc(C)c1C(=O)N1CCN(C(c2ccccc2)c2ccccc2)CC1,x,12
C[C@H](CO)N1C[C@H](C)[C@H](CN(C)Cc2cncnc2)Oc2ncc(-c3cncnc3)cc2C1=O,-12,-5

2 entries drawn at random from the list so far, as already listed:
SMILES | PAX8 inh HTS | INS-1E GSIS act | Cneo AK release | Statin myotox sup | LGR2 inh | PglD inh | ARNT-TACC3 inh | PGC1a acetyl inh
C/C(=N\N=C\c1ccccc1F)c1nnn(-c2nonc2N)c1C | x | 20 | 0 | x | -37 | 1 | -1 | x
CNC(=S)NNC(=O)c1noc(C)c1C(=O)N1CCN(C(c2ccccc2)c2ccccc2)CC1 | 7 | 6 | x | 0 | 12 | x | 6 | 5

The list continues:
SMILES | PAX8 inh HTS | INS-1E GSIS act | Cneo AK release | Statin myotox sup | LGR2 inh | PglD inh | ARNT-TACC3 inh | PGC1a acetyl inh
Cc1[nH]nc2c1C(c1cccc(OC(=O)N3CCOCC3)c1)C(C#N)=C(N)O2 (configuration not stated) | x | x | -1 | -2 | x | -4 | -7 | 1
O=C(COC(=O)CNC(=O)c1ccc(Cl)c([N+](=O)[O-])c1)NC(=O)c1ccccc1 | x | x | 4 | 10 | -4 | 3 | -1 | x
Cc1ccc(S(=O)(=O)N(C)C[C@H]2Oc3c(NC(=O)c4ccc(-c5nccs5)cc4)cccc3C(=O)N([C@@H](C)CO)C[C@@H]2C)cc1 | 5 | -11 | 2 | 14 | -2 | -4 | 1 | -8
CCC(CC)N1CCN(S(=O)(=O)c2ccc(OC)cc2)CC1 | 4 | 27 | 6 | 1 | 11 | 4 | -8 | 10
O=C(NCc1cccs1)c1cc(-c2ccccc2)on1 | x | x | -5 | -5 | x | 0 | -7 | -26
O=C(O)c1ccc(S(=O)(=O)NC2CC2)cc1 | -10 | 32 | x | x | -4 | x | 0 | x
COCC(=O)N1C[C@H](C)[C@H](OC)CN(C)C(=O)c2ccc(NC(=O)NC(C)C)cc2OC[C@@H]1C | x | 9 | 80* | -7 | -4 | -42 | -8 | 1
O=c1cc(CSc2n[nH]c(-c3ccncc3)n2)nc2sccn12 | 21 | 14 | x | x | -13 | x | -3 | 7
COc1cc(O)c(/C=N/NC(=O)c2ccncc2)c(OC)c1[N+](=O)[O-] | -7 | -9 | x | x | x | x | 65* | 5
O=C(C[C@@H]1C[C@H]2c3cc(NC(=O)c4ccc5c(c4)OCO5)ccc3O[C@H]2[C@@H](CO)O1)NCc1cc(F)ccc1F | -20 | -17 | -4 | -2 | -27 | 1 | 4 | 0
C/C(=N\NC(=O)CCn1nc(C)cc1C)C(C)(C)C | 17 | -3 | x | x | -9 | x | -6 | x
CC1(C)c2ccccc2N2CCC(=O)NC21/C=C/c1ccco1 (configuration not stated) | x | -21 | -1 | -4 | -6 | 4 | 8 | 9
C/C=C\C=C/C(=O)Nc1cccc(C2=NOC3(C2)C[C@@H](C(N)=O)N(C(=O)C2(C)CC2)C3)c1 (some centres not stated) | 1 | x | 12 | 16 | x | 2 | -2 | x
CC(C)CC(=O)N1CCN(C(=O)CCC2CCCC2)CC1 | x | x | 1 | -6 | x | 1 | -2 | -4
COC(=O)C1=CO[C@@H](O)C2C(CO)=CCC12 (some centres not stated) | 0 | -7 | -2 | 11 | -21 | 4 | -3 | x
C[C@H](CO)N1C[C@H](C)[C@@H](CN(C)C(=O)Nc2cccc(Oc3ccccn3)c2)OCc2cn(nn2)CCCC1=O | 2&-4&-10 | 4&-2 | -1 | 5&-9 | 1&-3 | -1 | -5 | -3&10
Cc1ccc(S(=O)(=O)N(CC(=O)NCCC2=CCCCC2)Cc2ccccc2F)cc1 | x | x | -6 | 1 | x | -3 | -4 | -5
O=C(NCC[C@@H]1CC[C@@H](NS(=O)(=O)c2cccc(F)c2)[C@@H](CO)O1)C1CCC1 | -6 | 12 | -3 | 0 | -9 | 3 | 1 | -2
CCOC(=O)N1CCC(NC(=O)C2CCN(Cc3nc(-c4ccc(CC)cc4)oc3C)CC2)CC1 | -2 | x | -1 | -18 | 1 | -6 | -2 | -19
NC(=O)c1ccsc1NC(=O)COC(=O)c1ccccc1F | -13 | 4 | -1 | 3 | -25 | -1 | -3 | -11
CCOC(=O)C1CCCN(C(=O)CNC(=O)Cn2ccc3ccccc3c2=O)C1 (configuration not stated) | 15 | x | 1 | 13 | x | -3 | -2 | 1
CC(C)NC(=O)N(C)C[C@@H]1Oc2ccc(NC(=O)Nc3ccc4c(c3)OCO4)cc2CC(=O)N([C@H](C)CO)C[C@H]1C | x | 6 | -2 | 0 | -1 | -1 | -2 | -1
CC(C)NC(=O)Nc1ccc2c(c1)C(=O)N([C@@H](C)CO)C[C@@H](C)[C@H](CN(C)C(=O)C1CCCCC1)OCCCC[C@@H](C)O2 | 13 | 1 | 48 | 54 | -1 | -4 | 8 | 7

Bioassay records deposited in PubChem BioAssay by Broad Institute.
